Screening data deposited in PubChem BioAssay by several laboratories.
MITF TRPM1 inh: inhibitors of MITF-dependent TRPM1 promoter reporter, primary screen, cell-based, SK-MEL-5, single point, luciferase | SK-MEL-5 TRPM1 promoter luciferase, 24 h | inhibition, % at 12.5 µM | 330,000 tested, 0.83% active;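 active = mean inhibition across replicates of 60% or more, whatever share of single replicates reaches that level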; note: values of inactives mirror those of a sister screen read the other way
iPSC survival up: enhancers of single-cell hiPSC survival, primary screen, ATPlite luminescence; 100% = ROCK inhibitor wells, 0% = DMSO; survival enhancement, % at 20 µM; 360,000 tested, 0.044% active; AID 602274, 2012; in the data active = survival enhancement above about 18%;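 note: cells exposed to compounds for 16 hours before the ATP read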
aDG glyco up: activators of alpha-DG glycosylation, primary screen, uHTS, Pro5-aDG cells, AlphaScreen; 360,000 tested, 0.22% active; AID 624168, 2012; alpha-DG glycosylation AlphaScreen (IIH6); 0% Pro5, 100% B10-LARGE cell signal; activation, % at 10 µM;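 active = activation of at least 8% versus controls, or a plate z-score of at least 8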;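 note: Pro5 are CHO cells carrying HIG-tagged alpha-DG that lacks glycosylation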
CaV13 ICDI inh: Primary screen for inhibitors of IQ motif and Ca2+-dependent inactivation inhibitor domain binding in CACNA1D, Förster resonance energy transfer in living cells, …. inhibition, % at 12.3 µM. 340,000 tested, 0.098% active. HEK cells, CFP/YFP FRET ICDI-IQ, plate reader, 10 min; percent FRET-ratio fall versus neutral wells;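 active = mean replicate inhibition of at least 30% and at least 1% of replicates passing that level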;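 note: 0% = median of the neutral control wells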
Granule exo inh: LAMP-1 surface exposure blockers, TALL-104 cells – cell-based, flow cytometry, MLPCN library, primary screen; TALL-104 LAMP-1 surface exposure; cells stimulated with thapsigargin and PMA; inhibition, % at 10 µM; 360,000 tested, 0.66% active; AID 651702, 2012;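 active = inhibition above about 55%, limit read from the data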
Vif imaging: HIV Vif self-association inhibitors, primary screen, imaging, HEK293T, single point | 340,000 tested, 0.35% active | inhibition, % at 7.49 µM | AID 602346, 2012 | HEK293T cells, Vif self-association by quenched fluorescence, 24 h; in the data active = inhibition above about 50%, passing the limit was not always enough; note: some results filed as inactive read as strong as hits
NR2E3 ag-1: NR2E3 agonists in two-hybrid cells, primary screen, cell-based, luminescence, CHO-S, Gal4-NCOR/VP16-NR2E3 | Photoreceptor-specific nuclear receptor (Homo sapiens), Q9Y5X4 | inhibition of corepressor binding, % at 3.98 µM | 360,000 tested, 0.35% active | luciferase | AID 602229, 2012;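 active = inhibition above the mean of all tested compounds plus 3 SD, cut at about 70% in these data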;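 note: 0% = DMSO with NR2E3 transfected cells and 100% = cells lacking NR2E3 construct; higher means lower luciferase signal from less NR2E3 corepressor binding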
Target sequence (Q9Y5X4 whole entry, looked up, the tested form may be a part): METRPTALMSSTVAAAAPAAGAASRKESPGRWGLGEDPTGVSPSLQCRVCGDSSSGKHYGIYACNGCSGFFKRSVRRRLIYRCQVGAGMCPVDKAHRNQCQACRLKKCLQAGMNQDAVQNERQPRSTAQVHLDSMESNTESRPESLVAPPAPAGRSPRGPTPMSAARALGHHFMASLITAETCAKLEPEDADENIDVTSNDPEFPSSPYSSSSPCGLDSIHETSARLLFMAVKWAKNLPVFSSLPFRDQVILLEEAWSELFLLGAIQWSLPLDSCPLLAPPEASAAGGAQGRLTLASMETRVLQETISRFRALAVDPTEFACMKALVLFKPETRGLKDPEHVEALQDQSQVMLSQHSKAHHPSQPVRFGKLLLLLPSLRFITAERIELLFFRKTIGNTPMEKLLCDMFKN
NR2E3 ag-2: inhibitors of NR2E3-RetCOR corepressor binding, primary screen, NR2E3 agonist project, biochemical, TR-FRET, GST-NR2E3, biotin-RetCOR; AID 2300, 2010; 1536-well; inhibition of corepressor binding, % at 4.78 µM; 320,000 tested, 0.12% active;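 active = percent inhibition above the cutoff of mean plus 3 SD of all tested compounds, set per screening campaign, cut at about 20% in these data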;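 note: 0% = DMSO wells and 100% = biotin wells as full block of FRET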
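Material – GST-tagged NR2E3 plus biotinylated RetCOR corepressor · Quantity – NR2E3 fusion 1.35 nM · Times – 5 h incubation at 4 °C · Medium – pH 7.5 Tris-based buffer · Technique – TR-FRET, Eu(K)-anti-GST donor, streptavidin-D2 acceptor, ex 340, em 617/671 nm · Benchmarks – high control biotin, low control 0.6% DMSO · Format – 1536-well plates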
PDI turbidity: inhibitors of human PDI, primary screen, biochemical, turbidity, single point, plate reader; Protein disulfide-isomerase (Homo sapiens), P07237; PDI insulin aggregation turbidity, A650, 90 min; inhibition, % at 10 µM; 350,000 tested, 0.052% active; AID 588391, 2011;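 active = mean inhibition across replicates of 30% or more, whatever share of single replicates reach that level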;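 note: absorbance from insulin aggregation driven by PDI reduction with DTT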
Target sequence (P07237 whole entry, looked up): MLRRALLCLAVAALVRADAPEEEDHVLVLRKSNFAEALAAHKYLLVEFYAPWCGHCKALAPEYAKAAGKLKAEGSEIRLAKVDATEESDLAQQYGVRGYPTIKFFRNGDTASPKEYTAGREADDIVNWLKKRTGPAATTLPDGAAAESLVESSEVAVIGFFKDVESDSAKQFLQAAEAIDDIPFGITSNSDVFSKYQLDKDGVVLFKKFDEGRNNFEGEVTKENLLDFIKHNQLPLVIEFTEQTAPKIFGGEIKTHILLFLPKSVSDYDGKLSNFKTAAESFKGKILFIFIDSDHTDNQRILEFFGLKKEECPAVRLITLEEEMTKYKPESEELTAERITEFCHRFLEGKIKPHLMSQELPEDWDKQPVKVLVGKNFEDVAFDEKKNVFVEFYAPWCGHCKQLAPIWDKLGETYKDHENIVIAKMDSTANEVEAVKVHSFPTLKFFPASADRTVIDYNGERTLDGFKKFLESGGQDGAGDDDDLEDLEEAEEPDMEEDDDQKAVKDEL
Peg3 promoter: Peg3 promoter-driven luciferase inhibitors, primary screen, cell-based, HeLa, luciferase luminescence. 360,000 tested, 1.7% active. HeLa PEG-Prom luciferase reporter, overnight. AID 588405, 2011. inhibition, % at 20 µM;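 active = inhibition of at least 50% at 20 µM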
HIF-2a inh: HIF-2a reporter inhibitors, primary screen, luminescence, 786-0 RCC cells; inhibition, % at 18.8 µM; 360,000 tested, 0.72% active; 786-0 RCC cells HIF-2a reporter, luciferase luminescence, overnight; AID 624352, 2012;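 active = inhibition of the luminescence signal of 40% or more relative to plate controls, in a single-dose primary screen at 18.75 µM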
An asterisk follows results filed as active; x = no result given; & = joins results of further samples.

SMILES	MITF TRPM1 inh	iPSC survival up	aDG glyco up	CaV13 ICDI inh	Granule exo inh	Vif imaging	NR2E3 ag-1	NR2E3 ag-2	PDI turbidity	Peg3 promoter	HIF-2a inh
C/C(N)=C(/C#N)C(=O)COC(=O)CNS(=O)(=O)c1c(F)cccc1F	-3	0.5	0.4	3	1	-8	-4	6	-1	13	3
CN1CCN(S(=O)(=O)c2ccc(Cl)c(C(F)(F)F)c2)CC1	0	-1.9	-0.1	-12	-2	-5	-29	x	8	-5	6
Cc1ccccc1-c1nnc(CN2CCC(C)CC2)o1	-42	-0.5	0.0	-8	-2	1	-51	0	-3	-110	-158
Cc1ccc(S(=O)(=O)c2cc3ccc(O)cc3oc2=O)cc1C	-1	0.9	0.1	6	-4	-4	18	-1	21	3	8
CCOc1ccc(NC(=O)CCCCn2c(=O)[nH]c3ccsc3c2=O)cc1	-9	-0.2	-0.1	-16	1	-6	-16	1	-1	-2	-4
COc1ccc(NC(=O)NCC(C)CSc2ccc(C)cc2)c(OC)c1 (configuration not stated)	-1	-0.5	-0.1	-17	14	-10	24	1	-5	17	15
CC1CCN(C(=O)CS(=O)(=O)Cc2ccccc2)CC1	-44	-0.3	0.0	-5	-2	14	-58	4	-7	-115	-113
Cc1ccc(S(=O)(=O)NC(=O)NN2CC3CCCC3C2)cc1 (configuration not stated)	-12	-0.3	0.0	-14	-3	-9	-2	1	1	-19	5
CCN1CCN(c2ccc(S(=O)(=O)N3CCOCC3)cc2NC(=O)/C=C/c2cccc(OC)c2OC)CC1	1	-0.5	-0.3	-5	1	-2	14	0	19	-8	3
COCCn1c(/C=C/c2ccccc2)nc2ccccc21	-98	-0.6	0.5	2	-8	-8	-145	0	3	-264	-277
O=C(NCCCNC(=O)c1ccccc1F)c1ccco1	-5	-0.4	0.0	-3	-5	-11	-32	3	4	-7	11
COc1ccccc1NC(=O)NS(=O)(=O)c1ccc(C)cc1	8	-0.7	-0.1	-5	5	1	-27	5	12	7	-6
O=C(CC(NC(=O)c1ccccc1Cl)c1ccccc1)NCCc1ccc(Cl)cc1 (configuration not stated)	8	0.2	0.1	-9	-10	2	-6	-1	-6	3	5
CCOc1cc2sc(N3CCC(C(=O)NCCCN4CCCC4=O)CC3)nc2cc1Br	-17	0.2	0.4	-5	0	0	-50	-5	-5	-56	-83
O=C(NC(=S)Nc1nc2c(s1)CSc1ccccc1-2)c1ccccc1	19	-3.8	0.0	-9	4	0	-9	-4	-4	16	0
c1ccc(-c2ccc(C3=Nn4c(nnc4-c4cccs4)SC3)cc2)cc1	-41	0.7	-0.2	-2	3	-7	-3	1	-3	-24	-14
CC1(c2nnc(Cc3ccccc3)o2)CC(c2ccncc2)=NO1 (configuration not stated)	0	1.0	-0.2	-6	-6	x	-8	0	-8	5	-3
CCOc1ccc(C(=O)N2CCN(Cc3ccccc3)CC2)cc1	-7	-0.3	-0.1	-8	-3	2	-21	4	9	-17	-38
CC(CCc1ccccc1)NC(=O)CN1CCSc2ccccc21 (configuration not stated)	6	2.1	0.5	3	-5	-1	-1	2	1	16	-1
Cc1ccc(S(=O)(=O)N2CCCOC2CNC(=O)C(=O)NCc2ccncc2)cc1 (configuration not stated)	-14	-0.1	-0.1	-5	6	3	-38	0	-4	6	18
CCN1CC(CN(C)Cc2cn(-c3ccc(C)cc3)nc2-c2ccc(F)cc2)CC1=O (configuration not stated)	-1	-0.7	0.2	-5	-2	4	0	1	-11	-3	3
COC(=O)c1cc(S(=O)(=O)NCC2CCN(Cc3ccc(C)cc3)CC2)c[nH]1	6	-0.4	-0.1	-6	-2	-1	7	1	7	-20	1
S=c1[nH]ccn1-c1ccccc1Cl	-1	-0.2	0.2	-4	11	1	-25	1	8	7	5
Cc1ccc(/C=N/NC(=O)c2ccc(N(C)S(=O)(=O)c3ccccc3)cc2)cc1	-3	0.7	-0.1	-2	-17	17	13	4	-6	4	-4
O=C(CC12CC3CC(CC(C3)C1)C2)NCc1ccccc1	4	0.6	0.0	-4	-5	3	3	-2	-5	3	-2
COc1cc(-c2nc(Cc3ccccc3Cl)no2)cc(OC)c1OC	-7	3.0	0.3	-9	0	-10	-18	1	4	9	-8
C=CCn1c(SCC(=O)NC(=O)NCCC)nnc1C1CCCCC1	-4	-0.1	0.1	-6	1	1	-2	2	15	-5	16
CCOC(=O)c1c(NC(=O)C2C3C=CC(C3)C2C(=O)O)sc2c1CC(C)(C)OC2 (configuration not stated)	4	-0.6	-0.2	4	0	2	-16	1	2	-6	2
Cc1sc(NC(=O)c2ccco2)c(C(=O)c2ccc(Cl)cc2)c1C	10	0.2	-0.2	-15	-3	-8	3	2	-60	-9	2
Fc1ccccc1OCCCN1CCOCC1	-2	-1.5	0.0	-4	-2	13	-10	1	-4	-15	-8
COc1cc(CNc2ccc3[nH]c(=O)[nH]c3c2)ccc1OCc1ccc(F)cc1Cl	-43	0.0	0.0	-3	-5	7	-89	x	1	-65	-173
CN(c1ccccc1)S(=O)(=O)c1cccc(NC(=O)CN2CCCc3ccccc32)c1	1	1.4	0.3	-2	27	15	10	3	-1	24	6
COCCSc1ccccc1C(=O)Nc1nnc(COC)s1	9	1.6	-0.1	-3	-2	-2	-8	3	5	3	14
O=C(Nc1ccc(F)cc1)C1CC(=O)n2c(nc3ccccc32)N1 (configuration not stated)	3	-0.7	-0.1	-15	5	-2	-27	5	2	17	14
COc1ccc(-n2c(CCC(=O)O)ccc2-c2ccc(F)cc2)c(OC)c1	6	0.5	0.0	-19	5	x	-25	-5	-14	3	7
O=P1(NC2CCCC2)OCC2(CO1)COP(=O)(NC1CCCC1)OC2 (configuration not stated)	-10	-0.6	0.0	-6	-3	-1	-22	x	-12	-13	18
Cc1ccc(N(Cc2ccccc2)C(=O)c2ccc(S(=O)(=O)N3CCOCC3)cc2)cc1	-8	-0.2	0.1	-7	-4	-4	6	-2	0	-7	-20
CC(C)(C)OC(=O)[C@H](Cc1ccccc1)NC(=O)c1[nH]cnc1C(=O)Nc1ccc(Cl)cc1	1	1.0	0.2	-5	-4	4	-29	3	1	85*	-1
CCN(C(=O)COC(=O)Cc1ccc(F)cc1)c1c(N)n(Cc2ccccc2)c(=O)[nH]c1=O	0	-1.2	-0.2	-5	-3	22	-29	1	-5	8	5
Cc1ccc(-c2nc(C(=O)NCCCN(C)C)cc3c2[nH]c2ccccc23)cc1	76*	-0.9	-0.1	-3	38	3	4	-2	10	91*	-23
O=C(C1CCN(S(=O)(=O)c2ccc(Cl)cc2)CC1)N1CCCCCCC1	5	0.5	0.0	-3	-22	x	4	0	3	19	7
c1ccc(CCCNc2ncccn2)cc1	-19	12	-0.1	-4	1	-2	-27	-3	-5	-28	-58
O=C(NCC1(N2CCOCC2)CCCCC1)c1cccc(S(=O)(=O)N2CCc3ccccc3C2)c1	-1	0.6	0.2	5	-4	-4	1	-1	3	23	11
Cc1ncoc1C(=O)NC1CCCc2c1cnn2-c1ccc(C(C)(C)C)cc1 (configuration not stated)	17	-0.3	4.1	-6	2	-30	96*	x	8	11	0
COCCN(C(=O)c1cccc(N2C(=O)CCC2=O)c1)c1nc(-c2ccc([N+](=O)[O-])cc2)cs1	-5	-0.2	-0.1	-3	-4	-22	-1	0	6	-14	14
Cc1nc(S(=O)(=O)c2ccc(Br)cc2)nc2c1CCC2	5	2.3	0.7	0	2	1	40	1	1	4	9
COc1ccc(CSc2nnc3[nH]c(=O)cc(N)n23)cc1	-3	-2.2	0.4	-5	0	-2	11	-2	-6	-16	0
COc1cccc(C2CC(c3cccs3)=NN2C(=O)c2ccco2)c1O (configuration not stated)	-1	0.1	0.0	-2	0	2	-9	-1	5	26	8

Two compounds picked at random from the list so far:
SMILES	MITF TRPM1 inh	iPSC survival up	aDG glyco up	CaV13 ICDI inh	Granule exo inh	Vif imaging	NR2E3 ag-1	NR2E3 ag-2	PDI turbidity	Peg3 promoter	HIF-2a inh
O=C(NCC1(N2CCOCC2)CCCCC1)c1cccc(S(=O)(=O)N2CCc3ccccc3C2)c1	-1	0.6	0.2	5	-4	-4	1	-1	3	23	11
O=C(C1CCN(S(=O)(=O)c2ccc(Cl)cc2)CC1)N1CCCCCCC1	5	0.5	0.0	-3	-22	x	4	0	3	19	7

Next section
SMILES	MITF TRPM1 inh	iPSC survival up	aDG glyco up	CaV13 ICDI inh	Granule exo inh	Vif imaging	NR2E3 ag-1	NR2E3 ag-2	PDI turbidity	Peg3 promoter	HIF-2a inh
O=C(N(Cc1ccccc1)c1ccccn1)C12CC3CC(CC(C3)C1)C2	5	-0.7	0.2	-4	0	-4	-12	-1	-1	25	2
O=S1(=O)C[C@@H](N2CCC(Cc3ccccc3)CC2)[C@H](COCc2ccccc2)N1	x	-0.4	0.4	-4	-10	-16	-16	x	5	20	19
C=CC(=O)NC(NC(=O)C=C)c1ccc(Br)cc1	-12	-1.3	0.1	-4	-2	-1	-9	2	-4	2	7
O=C(Nc1ccccc1N1CCOCC1)c1cc(-c2ccncc2)nc2ccccc12	8	-0.4	-0.5	-5	1	-1	-3	-1	0	63*	1
O=C(O)C1CCN(C(=O)c2ccc(S(=O)(=O)N3CCCCCC3)cc2)CC1	x	3.5	-0.2	-6	-9	0	18	x	-2	5	-5
CCOC(=O)c1sc(NC(=O)CSc2nccc(C)n2)nc1C	-15	2.6	0.0	11	-3	2	-19	1	12	-6	24
COC(=O)c1ccc(OC(=O)c2ccc(OC)c(OC)c2)c(OC)c1	-5	3.3	0.0	-6	-8	10	-45	10	2	-7	9
CNC(=O)c1ccsc1NC(=O)CCS(=O)(=O)c1ccccc1	-2	0.1	0.1	-7	-1	3	-21	0	2	-7	-4
O=C(COC(=O)/C=C/c1nc2ccccc2s1)Nc1cccc(Cl)c1Cl	-10	-0.4	0.1	-16	-2	-1	-16	0	10	-5	0
Cc1cccc(N2CCN(C(=O)Cc3ccccc3[N+](=O)[O-])CC2)c1C	-33	-0.5	0.1	-7	3	12	-45	-1	3	-79	-119
Cc1cc(OCC(=O)OCC(=O)N2CCCc3ccccc32)ccc1Cl	x	-0.6	-0.4	11	3	-5	-5	x	-5	14	13
CC(=O)c1c(C)[nH]c(C(=O)Nc2cc(C)ccc2C)c1C	-2	-2.5	0.0	-2	0	3	-20	5	x	-19	-8
Cc1c(OCC(F)(F)F)ccnc1CS(=O)c1nc2ccccc2[nH]1 (configuration not stated)	-42	-1.3	0.2	-5	20	-2&-1	-41	3	0	-240	-205

Random draw from the library; 3.5% or so of the library scored in one or more.
